# Screening results (PubChem BioAssay)
# Casp6 inh – inhibitors of human caspase-6 | P55212 | purified caspase-6, Z-VEID-R110 cleavage fluorescence | inhibition, % at 12.5 µM | hit rate 0.53% among 350,000 | AID 686996;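 active = mean inhibition across replicates at least about 35%, with every replicate also reaching that limit, limit read from the data; inconclusive = only one of the two criteria met; inactive = neither criterion met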;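 note: 0% = median of neutral control wells and 100% = no fluorescence left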
# Target sequence (P55212 24-179 limits assumed): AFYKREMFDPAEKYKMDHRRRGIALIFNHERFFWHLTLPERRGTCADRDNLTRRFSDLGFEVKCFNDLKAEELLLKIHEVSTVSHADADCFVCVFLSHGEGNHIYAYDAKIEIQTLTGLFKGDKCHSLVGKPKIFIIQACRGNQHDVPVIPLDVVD
# Target sequence (P55212 194-293 limits assumed): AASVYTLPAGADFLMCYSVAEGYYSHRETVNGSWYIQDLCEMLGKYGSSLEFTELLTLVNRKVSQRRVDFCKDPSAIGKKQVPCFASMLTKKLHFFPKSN
# LGR2 antag – inhibitors of bursicon-induced Drosophila LGR2 receptor cAMP signaling. hit rate 0.35% among 380,000. HEK293 LGR2, CRE-luciferase, bursicon-stimulated, 4 h. inhibition, % at 9.99 µM;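 active = drop in luminescence signal, shown as inhibition above about 50% in the replicate tests, limit read from the data, passing the limit was not always enough; inconclusive = probably only some replicates passing the limit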;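 note: agonist challenge used bursicon conditioned medium at about half maximal strength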
# SIRT5 inh – inhibitors of human sirtuin-5 desuccinylase; Q9NXA8; Purified SirT5, succinyl-peptide AMC, trypsin-coupled fluorescence; inhibition, % at 15 µM; hit rate 1.1% among 330,000; AID 652115; in the data active = inhibition above about 15%; inconclusive = no clear call, values can overlap the other calls
# Target sequence (Q9NXA8 whole entry, looked up): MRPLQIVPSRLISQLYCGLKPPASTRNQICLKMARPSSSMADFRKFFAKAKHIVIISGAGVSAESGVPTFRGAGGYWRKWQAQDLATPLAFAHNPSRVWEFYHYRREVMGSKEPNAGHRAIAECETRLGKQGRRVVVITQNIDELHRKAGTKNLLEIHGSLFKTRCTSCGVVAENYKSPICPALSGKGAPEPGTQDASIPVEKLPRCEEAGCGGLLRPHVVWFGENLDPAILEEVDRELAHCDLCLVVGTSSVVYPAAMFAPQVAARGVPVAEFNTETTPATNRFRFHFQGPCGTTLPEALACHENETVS
# ARNT-TACC3 inh – disrupts binding between human ARNT and TACC3; AlphaScreen His-ARNT PAS-B/GST-TACC3 binding, luminescence; TACC3 fragment carries E629A point mutation; Q9Y6A5; inhibition, % at 9.99 µM; hit rate 0.66% among 390,000;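 active = mean inhibition of replicates at least 50% and at least half of replicates each reaching 50%; inconclusive = half or more replicates reach 50% but mean below 50%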;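 note: 0% = complete ARNT plus TACC3 wells and 100% = ARNT alone without TACC3; many hits fall short of the cut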
# PAX8 inh HTS – lowers PAX8-driven luciferase in RMG-I cells. hit rate 1.2% among 360,000. inhibition, % at 12.6 µM. RMG-I TPO-luciferase reporter, SteadyGlo, 24 h;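 active = mean replicate inhibition at least 60% with every replicate also reaching 60%; inconclusive = only one of the two criteria is met; inactive = mean below 60% and not all replicates reaching 60%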;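 note: luciferase light reporting Pax8 driven TPO promoter activity; plate controls were median of neutral control wells for no effect and mitoxantrone controls for full effect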
# EWS-Fli inh – EWS/Fli transcriptional activity inhibition; inhibition, % at 12.6 µM; A673 NR0B1-luciferase reporter, viability-normalised; hit rate 0.67% among 350,000; AID 651661;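 active = mean inhibition of at least 50% after viability correction, with every replicate also passing that limit; inconclusive = mean reaches 50% but only one of two replicates passes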;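 note: firefly luciferase signal divided by Alamar Blue viability fluorescence both relative to DMSO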
# DENV2 CPE – protects cells from dengue virus 2 cytopathic effect. DENV2-infected cells, cytopathic effect rescue, plate reader. CPE inhibition, % at 9.99 µM. hit rate 1.7% among 350,000; in the data active = CPE inhibition above about 20%, passing the limit was not always enough; inconclusive = no clear call, values can overlap the other calls; tested in BHK-21 cells;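 note: 0% = median of neutral control wells and 100% = median of positive control wells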
# Numbers without * were called inactive; ? = inconclusive; · = no result given.
1) Cc1cccc(NS(=O)(=O)c2cccc3cccnc23)n1
2) CCC(=O)Nc1ccc2c(c1)OC[C@@H](C)N(CC1CCOCC1)C[C@@H](C)[C@H](OC)CN(C)C2=O
3) Cc1n[nH]c(C)c1CN(C)C(=O)C1CCC(=O)N(CCc2cccc(F)c2)C1 (stereo unspecified)
4) CNC(C)C(=O)NC(C(=O)NC(C)C(=O)NNc1ccccc1)C(C)C (stereo unspecified)
5) C[C@H]1CCCCO[C@@H](CN(C)C)[C@@H](C)CN([C@@H](C)CO)C(=O)c2cc(NS(=O)(=O)c3ccc(Cl)cc3)ccc2O1
6) Cc1ccccc1-c1cnc2c(c1)C(=O)N([C@@H](C)CO)C[C@@H](C)[C@H](CN(C)Cc1ccncc1)O2
screen / no.	1	2	3	4	5	6
Casp6 inh	1	0	0	1	0	-1
LGR2 antag	29	16	5	4	-6	27
SIRT5 inh	·	-1	-1	-4	-11	3
ARNT-TACC3 inh	·	-9	-5	·	-1	-3
PAX8 inh HTS	21	-4	-9	-17	3	-23
EWS-Fli inh	-3	-2	·	2	1	-9
DENV2 CPE	1	?	-8	-6	16	8

7) COc1ccc2c3c(n(C)c2c1)[C@@H](CO)N(C(=O)C1CCCC1)CC31CN(C)C1
8) CSc1ncccc1C(=O)N1CCC(C)(C(=O)O)C1 (stereo unspecified)
9) CCCCc1nnc(NC(=O)CCN2C(=O)C3CC=CCC3C2=O)s1 (stereo unspecified)
10) COc1ccc2c3c([nH]c2c1)[C@@H](CO)N(C(=O)CN1CCOCC1)CC31CCN(C)CC1
11) CCN(C[C@H]1[C@H](c2ccccc2)[C@H](CO)N1C(C)=O)C(=O)c1ccccn1
12) CC(=O)Oc1ccc(C(C)=O)c2c1OCCO2
screen / no.	7	8	9	10	11	12
Casp6 inh	-4	0	-2	-1	-6	-1
LGR2 antag	3	-10	3	-21	-13	14
SIRT5 inh	-1	-3	-3	-2	9	-2
ARNT-TACC3 inh	·	·	·	·	-1	-1
PAX8 inh HTS	-14	19	-3	·	-10	·
EWS-Fli inh	-17	-4	2	-7	-5	·
DENV2 CPE	-5	?	5	6	-12	·

# An excerpt from above in order of count of non-hydrogen atoms, descending.
5) C[C@H]1CCCCO[C@@H](CN(C)C)[C@@H](C)CN([C@@H](C)CO)C(=O)c2cc(NS(=O)(=O)c3ccc(Cl)cc3)ccc2O1
6) Cc1ccccc1-c1cnc2c(c1)C(=O)N([C@@H](C)CO)C[C@@H](C)[C@H](CN(C)Cc1ccncc1)O2
2) CCC(=O)Nc1ccc2c(c1)OC[C@@H](C)N(CC1CCOCC1)C[C@@H](C)[C@H](OC)CN(C)C2=O
7) COc1ccc2c3c(n(C)c2c1)[C@@H](CO)N(C(=O)C1CCCC1)CC31CN(C)C1
3) Cc1n[nH]c(C)c1CN(C)C(=O)C1CCC(=O)N(CCc2cccc(F)c2)C1 (stereo unspecified)
11) CCN(C[C@H]1[C@H](c2ccccc2)[C@H](CO)N1C(C)=O)C(=O)c1ccccn1
4) CNC(C)C(=O)NC(C(=O)NC(C)C(=O)NNc1ccccc1)C(C)C (stereo unspecified)
9) CCCCc1nnc(NC(=O)CCN2C(=O)C3CC=CCC3C2=O)s1 (stereo unspecified)
screen / no.	5	6	2	7	3	11	4	9
Casp6 inh	0	-1	0	-4	0	-6	1	-2
LGR2 antag	-6	27	16	3	5	-13	4	3
SIRT5 inh	-11	3	-1	-1	-1	9	-4	-3
ARNT-TACC3 inh	-1	-3	-9	·	-5	-1	·	·
PAX8 inh HTS	3	-23	-4	-14	-9	-10	-17	-3
EWS-Fli inh	1	-9	-2	-17	·	-5	2	2
DENV2 CPE	16	8	?	-5	-8	-12	-6	5

1) Cc1cccc(NS(=O)(=O)c2cccc3cccnc23)n1
8) CSc1ncccc1C(=O)N1CCC(C)(C(=O)O)C1 (stereo unspecified)
12) CC(=O)Oc1ccc(C(C)=O)c2c1OCCO2
screen / no.	1	8	12
Casp6 inh	1	0	-1
LGR2 antag	29	-10	14
SIRT5 inh	·	-3	-2
ARNT-TACC3 inh	·	·	-1
PAX8 inh HTS	21	19	·
EWS-Fli inh	-3	-4	·
DENV2 CPE	1	?	·

# Next section.
13) c1csc(C2Nc3ccccc3-c3nc4ccccc4n32)c1 (stereo unspecified)
14) C[C@H](CO)N1C[C@H](C)[C@@H](CN(C)S(=O)(=O)c2cn(C)cn2)Oc2c(NS(C)(=O)=O)cccc2C1=O
15) COc1ccccc1N(C)S(=O)(=O)c1ccc(C(=O)Nc2ccc(C)cc2C)cc1
16) Cc1cc(C(F)(F)F)n2nc(C)c(-c3ccc(Cl)cc3)c2n1
17) O=c1cc(Cc2ccccc2)[nH]c(=S)[nH]1
18) O=C(OCc1nc2ccccc2[n+]([O-])c1C(=O)c1ccccc1)c1cccnc1
screen / no.	13	14	15	16	17	18
Casp6 inh	·	4	0	-1	-5	-2
LGR2 antag	-29	·	5	-5	-14	·
SIRT5 inh	·	10	0	0	1	0
ARNT-TACC3 inh	1	-8	-1	3	-10	-14
PAX8 inh HTS	-155	·	22	9	9	10
EWS-Fli inh	·	3	11	-23	-2	18
DENV2 CPE	·	1	-4	-2	-9	-6

19) Cc1ccc[n+](C(C)C(=O)Nc2ccc(C)c(C)c2)c1 (stereo unspecified)
20) CCOC(=O)c1ccc(NC(=S)NC2CCCC2)cc1
21) Cc1ccc(-c2nc3ccccc3s2)cc1NC(=S)NC(=O)c1cccc2ccccc12
22) CCC/C=C/c1ccc(CN2C(C)C(=O)N(Cc3cn(Cc4ccco4)nn3)CCS2(=O)=O)cc1 (stereo unspecified)
23) Oc1cccc(/C=N/N2CCN(C3c4ccccc4-c4ccccc43)CC2)c1
24) COc1ccc(Nc2oc(-c3ccccc3Cl)nc2C#N)cc1
screen / no.	19	20	21	22	23	24
Casp6 inh	-4	-1	·	17	5	1
LGR2 antag	-7	·	1	17	12	-49
SIRT5 inh	-1	2	·	-2	-3	·
ARNT-TACC3 inh	-6	-1	-2	·	4	1
PAX8 inh HTS	-8	0	-183	28	18	2
EWS-Fli inh	-4	-2	·	-10	2	28
DENV2 CPE	-1	-3	·	16	2	3

# Some of these compounds in order of count of non-hydrogen atoms, descending.
22) CCC/C=C/c1ccc(CN2C(C)C(=O)N(Cc3cn(Cc4ccco4)nn3)CCS2(=O)=O)cc1 (stereo unspecified)
23) Oc1cccc(/C=N/N2CCN(C3c4ccccc4-c4ccccc43)CC2)c1
19) Cc1ccc[n+](C(C)C(=O)Nc2ccc(C)c(C)c2)c1 (stereo unspecified)
screen / no.	22	23	19
Casp6 inh	17	5	-4
LGR2 antag	17	12	-7
SIRT5 inh	-2	-3	-1
ARNT-TACC3 inh	·	4	-6
PAX8 inh HTS	28	18	-8
EWS-Fli inh	-10	2	-4
DENV2 CPE	16	2	-1

# Continuation:
25) O=C(C[C@@H]1C[C@@H]2c3cc(NC(=O)c4ccc5c(c4)OCO5)ccc3O[C@@H]2[C@H](CO)O1)NCc1ccccn1
26) COc1ccc(OCC(=O)Nc2ccc3c(c2)n(C)c(=O)n3C)cc1
27) C[C@H](CO)N1C[C@H](C)[C@@H](CN(C)C(=O)C2CCCCC2)OCCCC[C@H](C)Oc2ccc(NS(C)(=O)=O)cc2C1=O
28) COc1ccc(C2CC(=O)C(C=NCCN3CCN(C(=S)Nc4ccccc4)CC3)=C(O)C2)cc1 (stereo unspecified)
29) CCOc1ccc(NC(=O)CSc2nc3ccccc3nc2N2CCCC2)cc1
30) COc1ccc2c(c1)C(c1ccc(C)o1)=NNC(c1cccnc1)=N2
screen / no.	25	26	27	28	29	30
Casp6 inh	-1	-3	·	-3	-2	-1
LGR2 antag	-8	-1	3	-2	-15	-3
SIRT5 inh	1	-2	·	4	1	5
ARNT-TACC3 inh	4	-5	·	-1	-7	6
PAX8 inh HTS	4	4	6	0	-8	-10
EWS-Fli inh	2	13	-4	7	-8	5
DENV2 CPE	-2	-3	·	-2	-10	-1

31) CCCC(=O)N1CC2(C1)CN(Cc1ccc(Cl)cc1)[C@@H](CO)c1[nH]c3cc(OC)ccc3c12
32) CN(C)CCCNC(=O)C[C@H]1C=C[C@H](NC(=O)c2ccccc2F)[C@@H](CO)O1
33) COc1ccc2c(c1OC)C(=O)OC2Nc1nc(-c2ccc([N+](=O)[O-])cc2)cs1 (stereo unspecified)
34) C/C=C/c1ccc([C@@H]2[C@@H](CO)N(CCC(F)(F)F)C23CN(C(=O)CC2CC2)C3)cc1
35) Cc1cc(C)nc(-n2ncc3c2CC(c2cccc(Cl)c2)CC3=O)n1 (stereo unspecified)
36) CC(C)C[C@@H](CNCC(=O)[C@H](C)NC(=O)c1[nH]cnc1C(=O)N[C@@H](C)CN)NC(=O)c1nc[nH]c1C(=O)N[C@@H](CO)C(=O)O
screen / no.	31	32	33	34	35	36
Casp6 inh	-1	-2	3	·	3	5
LGR2 antag	29	3	-11	36	3	13
SIRT5 inh	-2	5	2	1	-1	·
ARNT-TACC3 inh	·	6	-2	·	-9	5
PAX8 inh HTS	19	-7	-35	5	4	-5
EWS-Fli inh	12	-3	-16	-11	3	1
DENV2 CPE	?	4	-1	-6	-4	-9

37) NS(=O)(=O)c1ccc(CNC(=S)Nc2cc(S(=O)(=O)N3CCOCC3)ccc2Cl)cc1
38) COc1cccc(C(=O)Nc2ccc3c(c2)OC[C@H](C)N(C(C)=O)C[C@@H](C)[C@@H](OC)CN(C)C3=O)c1
39) C[C@@H]1CN([C@H](C)CO)C(=O)Cc2cc(NC(=O)CCCN(C)C)ccc2O[C@H]1CN(C)Cc1ccc(Oc2ccccc2)cc1
40) O=C(Nc1ccc(F)c(Cl)c1)Nc1nnc([C@@H]2O[C@H](CO)[C@@H](O)[C@H]2O)s1
41) O=C(CCl)N(C/C=C/c1ccccc1)c1ccc2c(c1)OCCO2
42) C[C@@H]1CN([C@@H](C)CO)S(=O)(=O)c2ccc(C#CCN(C)C)cc2O[C@H]1CN(C)Cc1ccccc1F
screen / no.	37	38	39	40	41	42
Casp6 inh	2	-1	1	4	0	0
LGR2 antag	10	5	7	11	-31	1
SIRT5 inh	0	-2	1	-4	4	-40
ARNT-TACC3 inh	5	0	1	·	5	4
PAX8 inh HTS	-7	9	4	-1	84*	·
EWS-Fli inh	-2	0	-1	0	45	8
DENV2 CPE	-6	0	2	-3	-9	-3

43) Cc1cn([C@H]2C[C@H](O)[C@@H](/C=C/C(=O)NCc3ccc4c(c3)OCO4)O2)c(=O)[nH]c1=O
44) Cc1ccc(NC(=O)c2oc3ccccc3c2NC(=O)C2CC2)cc1
45) CCN(CC(=O)NC1CCS(=O)(=O)C1)C(C)C(=O)Nc1ccc(F)cc1 (stereo unspecified)
46) CN(C(=O)c1cccc(NC(=O)C2CCN(C(=O)OC(C)(C)C)CC2)c1)C1CCC1
47) CN(C)C(=S)NC(=NCc1ccc([N+](=O)[O-])cc1)c1ccccc1
48) COCC(=O)Nc1ccc2c(c1)OC[C@@H](C)N(C(=O)c1ccccn1)C[C@H](C)[C@H](OC)CN(C)C2=O
screen / no.	43	44	45	46	47	48
Casp6 inh	3	-4	-1	4	-2	·
LGR2 antag	5	7	1	5	-3	-2
SIRT5 inh	-3	-5	-1	·	-5	·
ARNT-TACC3 inh	·	-13	-3	-3	11	20
PAX8 inh HTS	-8	-12	5	-10	-3	9
EWS-Fli inh	1	-14	0	-1	·	-1
DENV2 CPE	-3	0	0	6	-3	·

49) CC12CCC(=O)C=C1C(F)CC1C2C(O)CC2(C)C1CCC2(O)C(=O)CO (stereo unspecified)
50) COc1ccc(OC)c(NS(=O)(=O)c2ccc3[nH]c(=O)[nH]c3c2)c1
51) Cc1ccc(N2CCN(S(=O)(=O)c3ccc(F)cc3)CC2)c(C)c1
52) CCc1cccc(Nc2c3c(nc4ncnn24)CCC3)c1
53) CC1=CCC2C(=O)N(c3cccc(C(=O)NCc4ccccc4)c3)C(=O)C2C1 (stereo unspecified)
54) Cc1cc(OCCCC(=O)NCCc2nnc3ccccn23)ccc1Cl
screen / no.	49	50	51	52	53	54
Casp6 inh	-1	7	0	2	1	-2
LGR2 antag	12	-11	13	1	8	-31
SIRT5 inh	-2	1	·	-2	-4	-3
ARNT-TACC3 inh	·	·	·	1	1	·
PAX8 inh HTS	9	14	6	14	4	2
EWS-Fli inh	2	-4	-12	7	4	-5
DENV2 CPE	4	-6	-1	0	-3	3
